Screening data from PubChem.
CHO-K1 Ca PAM: nonselective calcium activators in parental CHO-K1 cells, primary screen, counter-screen for M1 PAM project, cell-based, Fluo-8 calcium fluorescence, full deck, 1536-well; ATP EC20; 0% at ATP EC20, 100% at ATP max; activation, % at 3 µM; 360,000 tested, 0.02% active; AID 602247, 2012;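 active = activation above the run cutoff, the mean activation of all test compounds plus 3 SD, cut at about 40% in these data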;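 also: peak over basal fluorescence ratio in a 140 s read after ATP addition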
GPR7 antagonist: GPR7 receptor antagonists, primary screen, cell-based, fluorescence, single concentration. Neuropeptides B/W receptor type 1 (Homo sapiens), P48145. inhibition, % at 4.4 µM. 290,000 tested, 1.1% active. GPR7-expressing cells, fluorescence antagonist assay; in the data active = inhibition above about 16%, passing the limit was not always enough;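 also: cells stimulated with the agonist NPW; 0% = agonist with vehicle and 100% = vehicle without agonist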
Target sequence (P48145 whole entry, looked up): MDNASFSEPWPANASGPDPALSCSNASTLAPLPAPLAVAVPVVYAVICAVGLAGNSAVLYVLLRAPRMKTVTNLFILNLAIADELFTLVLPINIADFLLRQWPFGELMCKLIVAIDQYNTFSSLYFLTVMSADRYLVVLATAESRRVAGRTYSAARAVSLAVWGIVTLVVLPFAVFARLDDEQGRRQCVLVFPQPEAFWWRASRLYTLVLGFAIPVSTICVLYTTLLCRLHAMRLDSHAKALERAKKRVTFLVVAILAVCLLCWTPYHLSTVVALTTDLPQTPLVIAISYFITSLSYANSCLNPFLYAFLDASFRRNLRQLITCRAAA
V1aR counter: agonists of human V1a receptor, primary screen, counter-screen for OXTR agonist project, fluorescence, CHO-V1R cells; Vasopressin V1a receptor (Homo sapiens), P37288; Fluo-8 calcium fluorescence, agonist mode; 0% DMSO, 100% 3 nM vasopressin; activation, % at 3 µM; 320,000 tested, 0.25% active; AID 2797, 2010;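 active = activation above the mean activation of all tested compounds plus 3 SD, per screening run, cut at about 20% in these data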;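 also: signal is peak over basal fluorescence ratio across a 100 second FLIPR read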
Target sequence (P37288 whole entry, looked up): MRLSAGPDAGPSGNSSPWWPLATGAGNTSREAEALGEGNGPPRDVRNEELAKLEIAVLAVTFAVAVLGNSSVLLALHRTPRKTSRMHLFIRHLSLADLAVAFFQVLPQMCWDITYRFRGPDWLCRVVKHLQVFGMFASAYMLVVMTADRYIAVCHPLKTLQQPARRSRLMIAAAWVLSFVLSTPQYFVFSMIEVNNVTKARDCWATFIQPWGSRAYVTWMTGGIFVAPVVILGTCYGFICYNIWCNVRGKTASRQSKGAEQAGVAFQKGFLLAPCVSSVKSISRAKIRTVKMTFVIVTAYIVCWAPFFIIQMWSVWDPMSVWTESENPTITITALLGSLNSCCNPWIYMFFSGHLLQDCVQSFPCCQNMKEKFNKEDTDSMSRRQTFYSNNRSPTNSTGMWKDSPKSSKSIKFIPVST
OXTR ag: human OXTR agonists, primary screen, fluorescence, CHO-OTR cells, Fluo-8 calcium | Oxytocin receptor (Homo sapiens), P30559 | Fluo-8 calcium fluorescence; normalized: DMSO 0%, oxytocin 100% | activation, % at 3 µM | 320,000 tested, 0.32% active | AID 2435, 2010;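 active = activation above the mean of all tested compounds plus 3 SD, cutoff set per screening run, cut at about 20% in these data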;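 also: peak over basal fluorescence ratio from a 100 s FLIPR kinetic read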
OXTR potentiate: human OXTR potentiators, primary screen, fluorescence, CHO-OTR cells, Fluo-8 calcium; AID 2445, 2010; Fluo-8 calcium fluorescence, potentiator mode; 0% = oxytocin EC15, 100% = EC100; 320,000 tested, 0.061% active; activation, % at 3 µM;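 active = activation above that plate's cutoff, the mean activation of tested compounds plus 3 SD, cut at about 6.6% in these data, passing the limit was not always enough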;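 also: 100% uses oxytocin at 75 nM as the full agonist control; some results filed as inactive read as strong as hits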
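Replication – single well per compound, singlicate · Assay system – CHO cell line stably expressing human OTR · Timing – 6 min pre-incubation, 100 s read · Measure – normalized max/min fluorescence ratio, % activation · Doses – 3.0 µM, one dose · Detection – Fluo-8 calcium dye fluorescence · Probe or stimulus – oxytocin near EC15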
TAAR1 antag: human TAAR1 antagonists, primary screen, Fluo-8 calcium fluorescence, CHO RD-HGA16 cells. Trace amine-associated receptor 1 (Homo sapiens), Q96RJ0. antagonist. inhibition, % at 3 µM. 360,000 tested, 1.5% active;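 active = inhibition above a per-plate cutoff, the mean inhibition of test compounds on that plate plus 3 SD, cut at about 49% in these data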;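 also: 0% = DMSO plus EC80 beta-PEA response and 100% = DMSO alone without agonist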
Target sequence (Q96RJ0 whole entry, looked up): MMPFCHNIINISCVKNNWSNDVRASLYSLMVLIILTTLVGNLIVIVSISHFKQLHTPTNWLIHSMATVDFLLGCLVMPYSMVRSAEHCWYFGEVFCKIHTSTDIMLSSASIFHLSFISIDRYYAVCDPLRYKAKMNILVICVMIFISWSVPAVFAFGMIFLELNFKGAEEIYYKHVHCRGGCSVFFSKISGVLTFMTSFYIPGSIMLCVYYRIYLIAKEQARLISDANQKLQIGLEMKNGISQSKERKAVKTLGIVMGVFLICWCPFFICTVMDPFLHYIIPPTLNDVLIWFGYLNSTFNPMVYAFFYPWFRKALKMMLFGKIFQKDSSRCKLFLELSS
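Material: CHO RD-HGA16 cells bearing hTAAR1; compound dosing: one-point dosing, 3 µM nominal final; schedule: dye loading 75 min at 37 °C, then 30 min room temperature; measured by: calcium fluorescence with Fluo-8; control set: vehicle and agonist controls; replication: n of 1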
CHO parental Ca: ATP-evoked calcium signal inhibitors, parental CHO, primary screen, counter-screen for OX1R antagonist project, cell-based, fluorescence, Fluo-8 calcium dye; parental CHO-K1, ATP-induced calcium, Fluo-8 fluorescence; inhibition, % at 5.6 µM; 330,000 tested, 0.63% active;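 active = inhibition above that plate's mean sample inhibition plus 3 SD, cut at about 26% in these data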;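 also: 0% = ATP-challenged DMSO wells and 100% = DMSO wells without ATP; some compounds past the cut are filed as inactive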
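test system = CHO parental line | reagent = ATP stimulus | measured by = intracellular calcium via Fluo-8 no-wash fluorescent dye | control set = ATP and no-ATP DMSO wells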
CHO-K1 Ca ag: counter-screen for M1 agonists: effect in parental CHO-K1 cells | activation, % at 3 µM | 360,000 tested, 0.48% active | Fluo-8 calcium fluorescence; scaled to maximal ATP response, vehicle zero; in the data active = activation above about 15%;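 also: untransfected CHO-K1 host cells lacking M1 receptor as counterscreen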
CHO-K1 Ca antag: counter-screen for M1 antagonists: effect in parental CHO-K1 cells; 360,000 tested, 0.6% active; inhibition, % at 3 µM; ATP-induced calcium, Fluo-8 fluorescence;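 active = inhibition above a per-plate cutoff, the plate's mean sample inhibition plus 3 SD, cut at about 24% in these data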;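 also: 0% = DMSO plus EC80 ATP and 100% = DMSO alone without ATP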
Numbers without * were called inactive; nt = not tested or not shown.

Fields – CHO-K1 Ca PAM	GPR7 antagonist	V1aR counter	OXTR ag	OXTR potentiate	TAAR1 antag	CHO parental Ca	CHO-K1 Ca ag	CHO-K1 Ca antag
1: CC1(C)CC(CCC(=O)NC(=S)Nc2ccccc2Cl)C(=O)O1 (stereo unspecified)
  14	4	0.8	-1.5	-6	5	0	1.4	3
2: CC(CN1CCN(C)CC1)OC(=O)c1ccccc1Cl (stereo unspecified)
  18	2	0.5	6.3	-10	8	2	1.0	-9
3: COc1ccc(OCCC(=O)NCc2ccccc2)cc1
  22	-3	-0.6	0.2	-9	-9	-7	0.9	-7
4: CN1CCN(Cc2nc(Cc3cccc(F)c3)no2)CC1c1ccccc1 (stereo unspecified)
  13	2	-0.6	-0.2	-3	-10	-11	0.9	-6
5: CCn1c(=O)[nH]c2ccccc2c1=O
  -3	0	0.5	1.2	-5	21	0	0.1	1
6: COc1ccc(-c2[nH]c3ccccc3c2SCCNC(=O)c2ccccc2)cc1
  10	0	-0.1	-0.3	-7	70*	1	2.0	6
7: CC1(C)Cc2c(sc(NC(=O)c3ccc4c(c3)OCCO4)c2C(N)=O)C(C)(C)N1
  8	-7	0.4	0.4	-1	-2	-4	2.0	-4
8: CC(C)NC(=O)C(OC(=O)c1ccccc1)C(OC(=O)c1ccccc1)C(=O)O (stereo unspecified)
  2	-3	-0.2	-0.2	-17	1	11	0.0	0
9: O=S(=O)(c1cccs1)N1CCN(CCc2ccccc2)CC1
  6	-4	1.9	0.7	-3	3	-1	2.1	-7
10: Cc1cccc(C=Nc2ccc3c(c2)oc2ccccc23)c1O
  -4	-3	2.3	1.2	2	-16	9	0.3	4
11: O=C(N/N=C/c1ccccn1)c1ccncc1
  7	-8	0.1	0.7	4	3	2	5.0	4
12: CCN1C(=O)[C@H]2[C@H]3CN=C(SCc4ccc(Cl)cc4)N3[C@@](CC)(C(=O)OC)[C@H]2C1=O
  16	nt	nt	nt	nt	-5	-16	1.4	-7
13: CC1(C)CC(C)(O)P(=O)(c2ccccc2)O1 (stereo unspecified)
  -9	-3	0.0	1.6	2	18	1	-0.2	23
14: COCCn1c(C)cc(C(=O)COc2nc3ccccc3nc2C)c1C
  14	-1	8.9	8.1	-16	-2	-5	4.0	-1
15: O=C1CC(c2nc3ccccc3[nH]2)CN1c1cccc(C(F)(F)F)c1 (stereo unspecified)
  16	14	4.8	4.5	-9	8	-4	4.3	-2
16: FC(F)(F)c1ccc(N2CCN(c3ncnc4c3nnn4Cc3ccccc3)CC2)nc1
  20	-10	-0.7	0.2	2	2	-2	0.4	-20
17: Cc1ccc(C2NC(=O)c3ccccc3O2)cc1 (stereo unspecified)
  21	-15	-0.1	-0.4	-4	5	-15	19*	-4
18: CCOc1ccc2ccccc2c1CNCCCN1CCOCC1
  17	nt	nt	nt	nt	-6	nt	0.4	-13
19: COCCn1c(-c2ccc(C#N)cc2)nc2c1c(=O)[nH]c(=O)n2Cc1ccccc1
  0	-2	-1.1	-2.6	-3	12	-16	0.2	-19
20: C#CCOCCOCCOCCNc1nc(N2CCN(C(=O)[C@H](Cc3ccc(O)cc3)n3cc([C@@H](N)C(C)CC)nn3)CC2)nc(N2CCN(C(=O)[C@H](CCCCN)n3cc([C@@H](N)CO)nn3)CC2)n1 (stereo partly specified)
  15	-9	0.9	-0.2	-6	nt	1	0.2	-16
21: Cc1ccc(-c2csc(NCCn3c(C(F)(F)F)nc4ccccc43)n2)cc1
  34	-9	2.4	0.9	-10	13	-16	0.9	-18
22: NC(=O)c1cccnc1Oc1ccc(Cl)cc1Cl
  9	-15	2.6	-1.0	-7	-8	-14	0.8	-8
23: Cc1ccc(OCC(=O)N2CCCCCC2)c(C)c1
  13	-4	-1.4	-1.8	0	20	-13	0.0	-6
24: CN(C)S(=O)(=O)c1ccc(/C(O)=C2/C(=O)C(=O)N(Cc3cccnc3)C2c2ccncc2)cc1 (stereo unspecified)
  -5	-8	-0.9	0.4	1	1	7	-0.4	5
25: O=C1C(Cl)=C(NCCc2ccccc2)C(=O)N1CCc1ccccc1
  11	-5	0.4	-0.7	-20	66*	-16	0.0	-5
26: O=C(CN1C(=O)c2ccccc2S1(=O)=O)NCCSC1CCCCC1
  9	-9	3.6	-0.7	-9	8	-26	1.1	-4
27: CSCCC(NC(=O)COc1ccccc1)C(=O)OCC(=O)c1ccccc1 (stereo unspecified)
  -17	nt	-0.3	-1.6	2	-4	-12	2.7	10
28: COC(=O)C1(CC2CC(c3ccccc3)=NO2)CCN(C(=O)OC(C)(C)C)CC1 (stereo unspecified)
  7	nt	6.5	7.0	-17	42	0	14	-15
29: COc1ccc(NC(=O)CSc2nc3ccccc3nc2N2CCCC2)cc1Cl
  9	-7	-0.6	-0.4	2	-8	-19	0.3	-1
30: Cc1ccc(C)c2[nH]c(=O)c(CN(Cc3cccs3)C(=S)NCc3ccco3)cc12
  19	5	-0.6	-1.1	-7	5	-19	0.1	-5
31: CC(C)(C)C(=O)N1NC(=Nc2ccccc2)SC1(C)C
  -18	-14	-0.7	-2.5	-3	-13	-17	0.0	0
32: COc1ccc(NC(=O)CSc2nnc(-c3ccccn3)n2N)cc1
  10	2	-0.8	-0.8	7	18	-12	2.8	6
33: CC(C)=NOc1nc(NC(=O)NS(=O)(=O)c2ccccc2Cl)nc(N(C)C)n1
  22	nt	0.9	-0.7	-1	6	-8	0.8	-11
34: CN(C(=O)CSc1nc(C2CC2)n(-c2ccccc2)n1)C1CCS(=O)(=O)C1 (stereo unspecified)
  -15	nt	nt	nt	nt	-5	nt	2.8	21
35: COC(=O)[C@H](Cc1ccc(O)cc1)NC(=O)Cn1ccc(NC(=O)OCc2ccccc2)nc1=O
  13	nt	0.4	1.7	0	6	-1	0.8	-12
36: O=S(=O)(Cc1ccccc1)Nc1ccccc1Br
  -4	-2	0.1	-1.6	1	-6	-14	0.2	-7
37: O=S(=O)(c1cc(-c2nnc(-c3ccc(Br)cc3)o2)ccc1Br)N1CCCCCC1
  -2	-14	0.2	-0.1	0	nt	-14	0.3	9
38: O=C(Nc1cccnc1)c1ccc2snnc2c1
  -6	-9	1.2	1.4	-4	2	-5	-0.2	11
39: CCN(CC)CCOC(=O)c1ccc(NC(=O)CSc2nnc(-c3cccs3)n2CC)cc1
  -5	nt	nt	nt	nt	19	nt	0.3	-10
40: O=C1C=C(c2cccc(CO)c2)C[C@@H](c2ccc(F)cc2)C1
  -3	nt	2.4	2.4	-5	16	-14	1.9	0
41: COc1ccc(NS(=O)(=O)c2c(C)[nH]c(C)c2C(=O)N2CCCCC2)cc1Cl
  11	7	0.5	2.0	-6	-13	-18	0.4	-1
42: Cc1cccc(COC(=O)C(Cc2ccccc2)NC(N)=O)c1 (stereo unspecified)
  2	-15	0.1	0.5	-3	-3	-22	0.7	-19
43: COc1ccc(C(=O)NCC(C)CN(C)C)cc1 (stereo unspecified)
  17	-3	0.2	0.8	-6	4	5	0.6	-10
44: CC1=C(C(=O)Nc2ccc(Br)cc2)C(c2ccco2)NC(=O)N1 (stereo unspecified)
  6	-5	-0.4	0.2	-8	-5	1	-0.1	-11
45: COc1ccc(-c2cc(-c3ccco3)[nH]c(=O)c2C#N)cc1OC
  10	0	0.6	1.0	0	-36	2	1.0	-12
46: O=C(O)c1ccccc1C(=O)NCC(O)c1ccccc1 (stereo unspecified)
  18	-11	1.2	0.6	-5	7	-26	2.0	-10
47: C=CCn1c(SCCN2CCCC2)nc2c([nH]c3ccccc32)c1=O
  2	24	-0.5	-1.8	1	-6	-6	-0.8	15
48: C=CCOC(=O)C(C#N)c1nc2ccccc2nc1N1CCN(c2ccccc2OC)CC1 (stereo unspecified)
  -9	-5	-1.3	-1.8	-8	49*	-31	-0.2	8
49: COc1ccc(CCN2C(=O)COc3ccccc3C2C(=O)Nc2ccc3c(c2)OCCO3)cc1OC (stereo unspecified)
  -17	nt	nt	nt	nt	-6	nt	-0.4	5
50: CCN(CC)S(=O)(=O)c1ccc(N2CCOCC2)c(NC(=O)C2COc3ccccc3O2)c1 (stereo unspecified)
  5	-4	0.2	-0.3	-5	2	-12	2.8	-2
51: O=C(NCCN1CCN(c2cccc(Cl)c2)CC1)c1cccn2c(=O)c3ccccc3nc12
  -3	nt	nt	nt	nt	-4	nt	0.6	4
52: Cc1oc(-c2ccccc2Cl)nc1CS(=O)CC(=O)NCc1cccs1 (stereo unspecified)
  15	-3	-0.4	-1.8	-3	-8	-14	0.6	7
53: COC(=O)c1cccc(NS(=O)(=O)c2ccc(NC(C)=O)cc2)c1C
  11	-10	7.4	7.4	-5	10	-1	2.4	-4
54: O=C(Cc1ccccc1F)OCC(=O)N1CCN(C(=O)c2ccco2)CC1
  19	-7	-0.3	0.0	-15	16	-10	0.3	0
55: O=C(N1CCOCC1)N1CCc2ccccc21
  11	-11	0.4	-0.2	3	-10	-1	-0.3	-7
56: CCc1nnc(NC(=O)CSc2nnc(-c3cc4ccccc4cc3O)n2CCOC)s1
  15	-10	-1.9	-1.2	0	-15	-16	-0.5	-5
57: COc1ccc(C2C(C#N)=C(N)Oc3c2ccc2cccnc32)cc1OC (stereo unspecified)
  6	10	-0.2	0.7	-1	13	-11	0.4	-1
58: CCC1(C)Cc2nc3[nH]c(=S)n(-c4ccccc4C)c(=O)c3cc2CO1 (stereo unspecified)
  9	-12	0.6	0.6	-3	-15	-9	2.2	-3
59: COCc1cc(C)nc(N2CCNCC2)c1C#N
  2	-2	0.8	1.3	2	8	-12	0.2	-9
60: COc1cc(NC(=O)CSc2ncnc3sc4c(c23)CCC(C)C4)c(C(=O)O)cc1OC (stereo unspecified)
  0	-7	0.8	0.8	-11	0	-25	0.3	-16

By substructure: those above with bromine (three)
Fields – CHO-K1 Ca PAM	GPR7 antagonist	V1aR counter	OXTR ag	OXTR potentiate	TAAR1 antag	CHO parental Ca	CHO-K1 Ca ag	CHO-K1 Ca antag
36: O=S(=O)(Cc1ccccc1)Nc1ccccc1Br
  -4	-2	0.1	-1.6	1	-6	-14	0.2	-7
37: O=S(=O)(c1cc(-c2nnc(-c3ccc(Br)cc3)o2)ccc1Br)N1CCCCCC1
  -2	-14	0.2	-0.1	0	nt	-14	0.3	9
44: CC1=C(C(=O)Nc2ccc(Br)cc2)C(c2ccco2)NC(=O)N1 (stereo unspecified)
  6	-5	-0.4	0.2	-8	-5	1	-0.1	-11
